# TAG inh: inhibitors of triacylglycerol accumulation; H9c2 cells, Nile Red lipid (TAG) fluorescence; cells loaded with 200 µM oleic acid; inhibition, % at 12.5 µM; 0.66% of 230,000 active; AID 651582;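 active means pattern-corrected inhibition of lipid staining of at least 50% with the nuclear-stain viability signal not falling by more than 50%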;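 further: 0% = DMSO wells and 100% = triacsin C control wells; some results filed as inactive read as strong as hits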
# TAG inh DAPI viability: further read-out of TAG inh, marked with its call; DAPI nuclei signal change (viability), lower = more cytotoxic, %;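 whole-well DAPI fluorescence read on a plate reader as a viability signal; minus 50 percent equals half of cells still viable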
# * marks the source's active call; other numbers are inactive results. An excerpt; rates above refer to the full screens.
SMILES,TAG inh,TAG inh DAPI viability
COC(=O)c1c(NC(=O)c2ccccc2C(=O)O)sc2c1CCCC2,-9,4
CCN1C(=O)C2C(c3ccccc3F)NC(Cc3ccc(O)cc3)(C(=O)OC)C2C1=O (stereo not drawn),-12,-5
CCCCC(=O)Nc1ccc2c(c1)nc1n2CCSC1,26,-6
Cc1c(C(=O)NCc2ccc(F)cc2)sc(=O)n1Cc1ccccc1F,-10,-1
CN(C)C(=O)c1c([N+](=O)[O-])ncn1C,-7,-1
O=C(Cn1cnc2c(cnn2-c2ccc(F)cc2)c1=O)N1CCCc2ccccc21,15,5
CCOc1c(N2CCOCC2)c(=O)c1=O,-5,4
O=C(COC(=O)c1ccc([N+](=O)[O-])o1)NC1CCCc2ccccc21 (stereo not drawn),-2,-2
Cc1ccc(CNc2nc(Cl)c(C#N)s2)cc1,-39,-8
Cc1ccc2c(c1)C(=O)C(=O)N2CCCOc1ccccc1C,22,-18
CCOC(=O)c1sc(NC(=O)CSc2nc(O)c(Cc3ccccc3)c(=O)[nH]2)nc1C,-4,-9
Cc1nnc(SCC(=O)OC2CC(C)CCC2C(C)C)[nH]c1=O (stereo not drawn),6,7
CCN1CCN(C(=O)C(N)Cc2ccccc2)CC1 (stereo not drawn),14,4
COc1ccc(OC)c(C(=O)NC(CC(N)=O)c2ccc(NCCN3CCCCC3)c([N+](=O)[O-])c2)c1 (stereo not drawn),-8,9
CC(Sc1nccn1C)C(=O)NC1(C#N)CCCCC1 (stereo not drawn),-10,-5
C[C@H](O)[C@@H]1CN2CCc3c([nH]c4ccccc34)[C@@H]2C[C@@H]1N(C)C(=O)NC1CCCCC1,3,5
COc1ccc(NC2CCCN(C(=O)COc3ccc(C(C)=O)cc3)C2)cc1 (stereo not drawn),-1,-3
COc1ccc(C(=O)CSc2nc(C)cc(=O)[nH]2)cc1,-4,2
COc1ccc(NC(=O)Nc2cccc(C(=O)N3CCOCC3)c2)cc1OC,6,-2
CN(CC(=O)Nc1ccc(F)cc1)C(=O)COC(=O)COc1ccc(C#N)cc1,-11,-2

# Taken from above.
# Result of `CCCCC(=O)Nc1ccc2c(c1)nc1n2CCSC1` in TAG inh DAPI viability: -6
# Result of `COc1ccc(OC)c(C(=O)NC(CC(N)=O)c2ccc(NCCN3CCCCC3)c([N+](=O)[O-])c2)c1` (stereo not drawn) in TAG inh DAPI viability: 9

# Full records from above:
# Record of `CN(CC(=O)Nc1ccc(F)cc1)C(=O)COC(=O)COc1ccc(C#N)cc1` : TAG inh: -11; TAG inh DAPI viability: -2
# Record of `CN(C)C(=O)c1c([N+](=O)[O-])ncn1C` : TAG inh: -7; TAG inh DAPI viability: -1

# (next part)
SMILES,TAG inh,TAG inh DAPI viability
Cc1sc2nc(SCC(=O)NCc3ccco3)[nH]c(=O)c2c1C,-11,-6
Cc1cccc2sc(NC(=O)[C@H](C)N3C(=O)C4CC=CCC4C3=O)nc12 (stereo partly drawn),12,7
CC(=O)c1cccc(NC(=O)COC(=O)[C@@H](NC(=O)OCc2ccccc2)C(C)C)c1,-17,9
Cc1ccc(C(=O)CSc2nc3c([nH]2)c(=O)n(C)c(=O)n3C)cc1,3,-4
Cc1cc(Cc2ccc(N)c(C)c2)ccc1N,6,3
CC(C)(C)c1nn(-c2ccccc2)c2[nH]c(=O)c(C=O)cc12,6,2
COC(=O)c1ccc(NC(=S)Nc2cccc(C)n2)cc1,17,10
CCOc1ccc(C(=O)CSCC(=O)O)cc1,6,-9
COCCNC(=O)/C(C#N)=C/c1ccc(O)cc1,-10,11
O=C1NCCN1c1ncc([N+](=O)[O-])s1,9,-3
COc1ccc2nc(NC(=O)c3cccc(OCc4c(C)noc4C)c3)sc2c1,58*,-18*
Cc1ccc(N(CC(=O)Nc2cc(Cl)ccc2Oc2ccccc2)S(C)(=O)=O)c(C)c1,32,-1
O=C(NNS(=O)(=O)c1ccc(C(=O)NC2CCCC2)cc1)c1ccncc1,-13,-4
CC1CC(C)CN(C(=O)COC(=O)C2CCN(S(=O)(=O)c3c(Cl)cccc3Cl)CC2)C1 (stereo not drawn),13,-3
COc1ccc(C(=O)CSc2nnc(-c3ccco3)o2)cc1,-4,1
CCOc1ccc(OCCOCCN2CCOCC2)cc1,-24,0
CCOC(=O)C1Sc2[nH]c(=O)sc2C(c2ccc(Cl)cc2)C1C(=O)OCC (stereo not drawn),-13,5
CCOC(=O)C1CCN(C(=O)COC(=O)c2oc3ccc(OC)cc3c2C)CC1,-18,7
CCOC(=O)C1CCN(S(=O)(=O)c2ccccc2[N+](=O)[O-])CC1,-6,6
COc1cc2c(cc1NC(=O)c1cccnc1)CCCC2,15,6
COc1ccc(S(=O)(=O)NNc2nc(C)cc(C)n2)cc1[N+](=O)[O-],4,-8
NN1C(=O)/C(=C\c2ccco2)SC1=S,0,1
COc1ccccc1NC(=O)Cc1noc(CSc2nnc(C(F)(F)F)n2C)n1,7,-2
CCN(C[C@H]1N[C@@](CC)(C(=O)OC)[C@H]2C(=O)N(Cc3ccccc3)C(=O)[C@@H]12)C(=O)NC(C)C,-4,5
CC1=CC2=NC(=O)/C(=C\c3cc(C)n(-c4ccc(F)cc4)c3C)C(=N)N2O1,-3,-5
COC(=O)C(C)Oc1cc(C)ccc1COc1ccc(-n2nc(C)n(C(F)F)c2=O)cc1 (stereo not drawn),-15,-2
O=C(COC(=O)c1ccc(F)c(S(=O)(=O)N2CCOCC2)c1)NC1CCCCC1,-10,-3
CN(CC(=O)Nc1ccc(OC(F)(F)F)cc1)C(=O)/C=C/c1ccco1,-5,12
OCCNc1cnc2ccccc2n1,2,-5
O=C(CC1OC(=O)c2ccccc21)c1ccco1 (stereo not drawn),-6,3
CCC(=O)Nc1ccc(N2CCN(C(=O)c3ccco3)CC2)c(Cl)c1,4,0
CCOc1ccc2oc(C(=O)N(CCOC)c3c(N)n(CC(C)C)c(=O)[nH]c3=O)c(C)c2c1,-5,5
O=C(O)CSc1nnc(CNc2ccc(Cl)cc2)n1Cc1ccccc1,-8,-6
O=C(NCCc1c[nH]c2ccccc12)C(=O)NCC1OCCN1S(=O)(=O)c1ccccc1 (stereo not drawn),5,-4
COc1ccc(C2CC3(CC(C)(C)NC(=S)N3)Oc3cc(O)cc(C)c32)cc1OC (stereo not drawn),17,-2
CCCCSc1nc2c(cnn2-c2ccc(C)c(C)c2)c(=O)[nH]1,-10,-7
COc1ccc(C2c3c(ncn(Cc4ccco4)c3=N)Oc3ccc4ccccc4c32)cc1 (stereo not drawn),-29,21
O=C(CN1CCCCC1)Nc1ccccc1Oc1ccccc1,-3,-4
COC(=O)c1ccc(N2CCN(C)CC2)c(NC(=O)COc2ccc(C)cc2)c1,-18,7
Cc1ccc(COC(=O)c2nn(C)c(=O)c3ccccc23)cc1,-2,-14

# Molecules above that contain an aryl methoxy group:
SMILES,TAG inh,TAG inh DAPI viability
COc1ccc(OC)c(C(=O)NC(CC(N)=O)c2ccc(NCCN3CCCCC3)c([N+](=O)[O-])c2)c1 (stereo not drawn),-8,9
COc1ccc(NC2CCCN(C(=O)COc3ccc(C(C)=O)cc3)C2)cc1 (stereo not drawn),-1,-3
COc1ccc(C(=O)CSc2nc(C)cc(=O)[nH]2)cc1,-4,2
COc1ccc(NC(=O)Nc2cccc(C(=O)N3CCOCC3)c2)cc1OC,6,-2
COc1ccc2nc(NC(=O)c3cccc(OCc4c(C)noc4C)c3)sc2c1,58*,-18*
COc1ccc(C(=O)CSc2nnc(-c3ccco3)o2)cc1,-4,1
CCOC(=O)C1CCN(C(=O)COC(=O)c2oc3ccc(OC)cc3c2C)CC1,-18,7
COc1cc2c(cc1NC(=O)c1cccnc1)CCCC2,15,6
COc1ccc(S(=O)(=O)NNc2nc(C)cc(C)n2)cc1[N+](=O)[O-],4,-8
COc1ccccc1NC(=O)Cc1noc(CSc2nnc(C(F)(F)F)n2C)n1,7,-2
COc1ccc(C2CC3(CC(C)(C)NC(=S)N3)Oc3cc(O)cc(C)c32)cc1OC (stereo not drawn),17,-2
COc1ccc(C2c3c(ncn(Cc4ccco4)c3=N)Oc3ccc4ccccc4c32)cc1 (stereo not drawn),-29,21

# Later entries
SMILES,TAG inh,TAG inh DAPI viability
O=C(NCCc1ccccc1F)C1CC(=O)N(c2cccc(C(F)(F)F)c2)C1 (stereo not drawn),12,-1
O=C(Nc1ccc(Cl)cc1)N(Cc1cccs1)Cc1cccs1,-8,-3
CCc1cc2c(=O)c(-c3nc4ccccc4n3C)c(C)oc2c(CN(CC)CC)c1O,1,5
Cn1c(CNc2ccc(F)cc2)nnc1SCC(=O)NNC(=O)Cc1ccccc1,-2,1
CC(C(=O)NC1CCCCCC1)c1ccc([N+](=O)[O-])cc1 (stereo not drawn),-5,-5
O=C(NCc1ccccn1)C(=O)NN=C1CCCCCCC1,16,-4
COc1ccc(NC(=O)COC(=O)CCc2nc3ccccc3c(=O)[nH]2)cc1Cl,-3,2
O=C(Nc1cccc(Cl)c1Cl)c1ccccc1OCC(=O)N1CCOCC1,6,-13
CC1(C(=O)Nc2cccc(NS(C)(=O)=O)c2)CCN1CCc1ccccc1 (stereo not drawn),5,10
CCOc1cc(C(N)=O)cc(OCC)c1OCC,-4,-2
CCOC(=O)C1NN=C(C(=O)c2ccccc2)C1c1ccc(Cl)cc1 (stereo not drawn),-8,3
Clc1nssc1=Nc1ccccc1,8,2
O=C(CNC(=O)C(c1ccccc1)c1ccccc1)N/N=C\c1cccc(O)c1,-6,-3
O=C(c1ccc(-c2ccc(Cl)cc2)o1)N1CCN(S(=O)(=O)c2cccs2)CC1,-22,0
Fc1ccc(/C=N/n2c(-c3cccs3)n[nH]c2=S)cc1,-5,7
Cc1ccc2c(c1)c(C)c(C)n2CC(O)Cn1nc(C)c(Br)c1C (stereo not drawn),1,0
CSCCC(NC(=O)c1ccccc1)C(=O)N1CCN(Cc2ccc(Cl)cc2)CC1 (stereo not drawn),-4,-8
O=C(CCN1C(=O)CSc2ccccc21)Nc1ccc(OC(F)(F)F)cc1,6,1
O=S(=O)(CCN1CCN(c2ccccn2)CC1)c1ccc(Cl)cc1Cl,-26,8
Cc1oc2c(C)c3oc(=O)c4c(c3cc2c1C)CCC4,-5,-7
CCOP(=O)(OCC)C(NC(=O)c1cccs1)C(F)(F)F (stereo not drawn),4,7
CN(C)c1cccc(C(=O)NNC(=S)NC2CC3CCC2C3)c1 (stereo not drawn),-7,11
S=c1[nH]ccc2ccccc12,-10,0
CCCCCCSc1nsc(N)n1,5,-2
COCc1cc(C)nc(OCC(=O)N/N=C/c2ccc(O)cc2O)c1C#N,-6,-14
c1ccc2[nH]c(NN=C3CCCCCC3)nc2c1,6,-2
CCC(C)NC(=O)CSc1nnc(-c2c[nH]c3ccccc23)o1 (stereo not drawn),-5,-1
COc1cccc(C2CC(=O)Nc3n[nH]c(-c4ccccc4)c32)c1OC (stereo not drawn),10,-3
COCCCN1C(=O)C(CC(=O)NC2CCCC2)CC(C(=O)N2CCOCC2)=C1C (stereo not drawn),5,6
Cc1cc(NC(=O)CCCN2C(=O)c3cccnc3C2=O)ccc1Br,-10,6
Cc1ccc(OCC(=O)Nc2ccncc2)cc1C,-12,12
CC12CCC(C(=O)NNc3ccccc3)(OC1=O)C2(C)C (stereo not drawn),-7,3
CCOC(=O)CN(C(=O)COc1ccc2c(C)cc(=O)oc2c1)c1ccc(OCC)cc1,5,-16
OCCC1CN(C2CCSCC2)CCN1C1CCCC1 (stereo not drawn),-18,19
O=C(CN1CCC(n2nnc3cc(F)ccc32)CC1)NCCc1ccccc1,1,-3
COc1ccc(OC)c(S(=O)(=O)N2CCCC(C(=O)N3CCCCCC3)C2)c1 (stereo not drawn),-14,3
CC1CCc2[nH]c3ccc(C(=O)Nc4ccc(C(=O)N(C)C)cc4)cc3c2C1 (stereo not drawn),16,-4
COc1cccc(-c2cc3nc(NCCOc4ccccc4Cl)n(C)c(=O)c3s2)c1,-4,10
Cc1cc(=O)n2nc(N3CCCC(C(=O)NCCCN4C(C)CCCC4C)C3)sc2n1 (stereo not drawn),4,-5
O=C(CCn1nc(-c2ccc(Cl)cc2)c2ccccc2c1=O)NCCN1CCOCC1,-7,-4
Cc1ccc2c(Cl)c(C(=O)Nc3cc(C)on3)sc2c1,15,-9
Cn1ncc(Br)c1C(=O)OCC(=O)Nc1nc(-c2ccccc2)cs1,5,1
O=C(NCCCc1ccccc1)c1cccc(NC(=O)c2ccccc2)c1,-2,-1
NC(=O)c1ccc(-c2noc(-c3ccccc3F)n2)cc1,-36,1
Cc1nn(-c2ccc(C(=O)O)cc2)c2c1C(=O)CC(C)(C)C2,4,-8
COCCN(C(=O)COC(=O)c1c(NC(C)=O)sc(C)c1C)c1c(N)n(Cc2ccccc2)c(=O)[nH]c1=O,0,-5
Cc1cccc(OCc2nnc(SCc3cc(=O)n4cc(Br)ccc4n3)o2)c1,9,-5
Cc1ccc(S(=O)(=O)N2CCN(C3CC(=O)N(c4ccc(F)cc4)C3=O)CC2)cc1C (stereo not drawn),2,-6
COc1ccc(-c2noc(-c3ccccc3F)n2)cc1,-10,-10
Cc1cc(-c2nnc(CCC(=O)N3CCN(Cc4cccnc4)CC3)o2)c(C)o1,-8,-4
CCN(CC)S(=O)(=O)c1cccc(NC(=O)c2ccc(C#N)cc2)c1,-3,7
O=C(NCCOCc1ccccc1)C(c1ccccc1)c1ccccc1,-13,-2
O=C(Cc1cccs1)Nc1nnc(SCC(=O)N2CCCCC2)s1,11,-10
CCOC(=O)c1c(C)[nH]c(C)c1C(=O)COC(=O)/C=C/c1cccc([N+](=O)[O-])c1,-34,4
Cc1cc(C(=O)N/N=C/c2cc(Br)ccc2OC(=O)c2ccccc2)n[nH]1,1,-10
O=C(CSc1ccc(-c2ccco2)nn1)N1CCCCCC1,-50,8
O=C(NCC1CCCCC1)c1ccc(F)cc1Cl,1,-9
CC(C)CC1Nc2ncnc(N3CCN(c4ccccn4)CC3)c2N(Cc2ccccc2)C1=O (stereo not drawn),3,-3
O=C(c1ccccc1S(=O)(=O)NCc1ccccc1)N1CCCCC1,-13,7
CSCCC(NS(=O)(=O)c1ccc(Cl)cc1)C(=O)OCC(=O)N1CCOCC1 (stereo not drawn),-5,4
CCc1ccc(-c2cn(C3CCCCC3)c(=S)[nH]2)cc1,1,-12
COc1cc(CNCCCO)ccc1OCC(=O)NC(C)(C)C,-8,2
